RNase H inhibition = RNase H inhibition, HIV 1 Gag Pol polyprotein, FRET biochemical assay, screening (AID 372). HIV-1 RT RNase H, FRET RNA/DNA substrate fluorescence; higher % means a stronger effect. inhibition, % at 10 µM, or IC50 in µM where a hit was titrated. hit rate 0.77% among 100,000; in the data active = inhibition above about 50%
Numbers without * were called inactive.

SMILES	RNase H inhibition
O=C1CS/C(=N/N=C/c2ccco2)N1c1ccc(F)cc1	6%
O=C(Nc1cccc(-c2nc3cc(Cl)ccc3o2)c1)c1ccc(Cl)cc1	25%
COc1ccc(C2NC(=S)NC(C)=C2C(=O)Nc2ccccc2Cl)c(OC)c1 (stereo not given)	5%
N#CC1=C(N)n2c(s/c(=C\c3ccc4c(c3)OCO4)c2=O)=C(C#N)C1c1ccc2c(c1)OCO2 (stereo not given)	14%
Cc1ccccc1OCCSc1nc2ccccc2c(=O)[nH]1	21%
CCCCOC(=O)c1ccc(NC(=O)CSc2ccccn2)cc1	8%
COc1cc(/C=N\n2c(C)nnc2C)ccc1OCc1ccccc1	14%
Cc1ccc(NC(=O)/C=C/c2cccc([N+](=O)[O-])c2)cc1C	15%
COc1ccc(S(=O)(=O)N(CC(=O)NN=C2CCCC2)c2cc(C)cc(C)c2)cc1OC	0%
COc1cc(/C=C2\C(=O)NC(=O)N(c3cc(C)cc(C)c3)C2=O)cc(OC)c1O	9%
O=[N+]([O-])c1cccnc1N1CCOCC1	0%
CC(Oc1ccc2ccc(=O)oc2c1)C(=O)c1ccccc1 (stereo not given)	0%
OC1(c2ccc(Br)cc2)CCN(Cc2cccc(C(F)(F)F)c2)CC1	13%
O=c1[nH]c(=S)[nH]c(O)c1C=Nc1ccc(Cl)c(Cl)c1	7%
COc1ccc(Br)c(/C=N/NC(=O)COc2ccc(Cl)cc2Cl)c1	14%
C=CCOc1ccc2c(C)cc(=O)oc2c1C(=O)c1ccccc1	3%
CC(C)=CCC/C(C)=C/CC(C)(C)C1OCC(C)O1 (stereo not given)	8%
O=C1c2ccccc2NC(c2ccc(O)cc2)N1c1ccccc1 (stereo not given)	13%
COc1ccccc1NC(=O)c1c(NC(=O)c2cc([N+](=O)[O-])ccc2Cl)sc2c1CCCC2	3%
COc1ccc(C2=CC(=O)CC(c3ccccc3)C2)cc1 (stereo not given)	35%
O=C(Cc1ccccc1)Nc1ncc(S(=O)(=O)c2ccc([N+](=O)[O-])cc2)s1	10%
O=C1c2ccccc2C(=O)c2c1oc(C(F)(F)F)c2C(=O)c1ccccc1	3%
CC1CCCCN1C(=O)/C=C/c1ccccc1 (stereo not given)	16%
Cc1cc(C(=O)Oc2ccc(Cl)cc2)ccc1[N+](=O)[O-]	16%
Cc1cccc2sc(NC(=O)CCC(=O)O)nc12	0%

Not a retest: an excerpt of the list.
SMILES	RNase H inhibition
O=C1CS/C(=N/N=C/c2ccco2)N1c1ccc(F)cc1	6%
O=C(Nc1cccc(-c2nc3cc(Cl)ccc3o2)c1)c1ccc(Cl)cc1	25%
COc1ccc(C2NC(=S)NC(C)=C2C(=O)Nc2ccccc2Cl)c(OC)c1 (stereo not given)	5%
N#CC1=C(N)n2c(s/c(=C\c3ccc4c(c3)OCO4)c2=O)=C(C#N)C1c1ccc2c(c1)OCO2 (stereo not given)	14%
Cc1ccccc1OCCSc1nc2ccccc2c(=O)[nH]1	21%
CCCCOC(=O)c1ccc(NC(=O)CSc2ccccn2)cc1	8%

(listing goes on)
SMILES	RNase H inhibition
Cc1cccc(C(=O)NC(=S)Nc2ccc3oc(-c4ccccc4F)nc3c2)c1	7%
COc1ccc(NC(=O)c2cncc(Br)c2)c(OC)c1	10%
COc1ccc(NC(=O)CCCOc2ccc(Cl)cc2Cl)cc1	0%
COc1ccc(NC(=O)/C(C#N)=C/c2cc(C)n(-c3cccc(C)c3C)c2C)cc1	8%
CCOC(=O)c1ccc(NC(=O)C2CC(=O)N(c3cc(C)ccc3C)C2)cc1 (stereo not given)	12%
CCOC(=O)C1=C(C)N(C)C(=O)NC1c1cccc(O)c1 (stereo not given)	0%
O=C(Nc1cc(C(=O)Nc2ccc(Br)cc2)cc(C(=O)Nc2ccc(Br)cc2)c1)c1ccc([N+](=O)[O-])cc1	15%
Cc1ccc(OCCOc2cccc(C=O)c2)cc1	8%
Cc1ccc(/C=N/c2nc3ccc(Br)cc3s2)c(O)c1	3%
CCCCOC(=O)C1=C(C)NC(=O)NC1c1ccc(OCC)cc1 (stereo not given)	20%
O=c1oc2ccccc2cc1-c1csc(Nc2ccc(Cl)cc2)n1	41%
CN1CCN(C(=O)C(C)(c2ccccc2)c2ccccc2)CC1	8%
O=C1c2ccccc2-c2cc(=O)[nH]c3cccc1c23	0%
O=C(c1ccccc1)c1ccccc1C(=O)N(C1CCCCC1)C1CCCCC1	3%
COc1ccc(N2C(=O)C(=O)/C(=C(\O)c3ccc(Cl)cc3)C2c2ccc([N+](=O)[O-])cc2)cc1 (stereo not given)	0%
O=C(N/N=C/c1cc2c(cc1Cl)OCO2)c1ccccn1	0%
CCOC(=O)C1=C(O)CCn2c1nc1ccccc12	9%
FC(F)(F)c1cccc(CN2CCN(C/C=C/c3ccccc3)CC2)c1	0%
Cc1ccc(NC(=O)C2CCCCC2C(=O)O)nc1 (stereo not given)	9%
O=C(Nc1ccc2nn(-c3ccc(Cl)cc3)nc2c1)c1ccc([N+](=O)[O-])cc1Cl	15%
CCOc1ccc(/C=C(/C#N)c2ccc(Cl)cc2)cc1Cl	54%*
NC(=S)N/N=C/c1ccccc1OCc1c(F)cccc1Cl	46%
COc1ccc(CNC(=O)C2CCN(Cc3ccccc3F)CC2)cc1	10%
C=CCn1c(=O)sc2cc([N+](=O)[O-])ccc21	15%
COC(=O)C1=C(C)N(C)C(C)=C(C(=O)OC)C1c1ccc(-c2ccccc2)cc1	16%

Filtered by structure, the compounds so far containing a Cl atom.
SMILES	RNase H inhibition
O=C(Nc1cccc(-c2nc3cc(Cl)ccc3o2)c1)c1ccc(Cl)cc1	25%
COc1ccc(C2NC(=S)NC(C)=C2C(=O)Nc2ccccc2Cl)c(OC)c1 (stereo not given)	5%
O=c1[nH]c(=S)[nH]c(O)c1C=Nc1ccc(Cl)c(Cl)c1	7%
COc1ccc(Br)c(/C=N/NC(=O)COc2ccc(Cl)cc2Cl)c1	14%
COc1ccccc1NC(=O)c1c(NC(=O)c2cc([N+](=O)[O-])ccc2Cl)sc2c1CCCC2	3%
Cc1cc(C(=O)Oc2ccc(Cl)cc2)ccc1[N+](=O)[O-]	16%
COc1ccc(NC(=O)CCCOc2ccc(Cl)cc2Cl)cc1	0%
O=c1oc2ccccc2cc1-c1csc(Nc2ccc(Cl)cc2)n1	41%
COc1ccc(N2C(=O)C(=O)/C(=C(\O)c3ccc(Cl)cc3)C2c2ccc([N+](=O)[O-])cc2)cc1 (stereo not given)	0%
O=C(N/N=C/c1cc2c(cc1Cl)OCO2)c1ccccn1	0%
O=C(Nc1ccc2nn(-c3ccc(Cl)cc3)nc2c1)c1ccc([N+](=O)[O-])cc1Cl	15%
CCOc1ccc(/C=C(/C#N)c2ccc(Cl)cc2)cc1Cl	54%*
NC(=S)N/N=C/c1ccccc1OCc1c(F)cccc1Cl	46%

The main list resumes, starting 2 compounds before the break.
SMILES	RNase H inhibition
C=CCn1c(=O)sc2cc([N+](=O)[O-])ccc21	15%
COC(=O)C1=C(C)N(C)C(C)=C(C(=O)OC)C1c1ccc(-c2ccccc2)cc1	16%
COC(=O)c1ccccc1NC(=O)CSc1nc2c(c(=O)n(C)c(=O)n2C)n1C	4%
COc1ccc(-c2cc(C(F)(F)F)n3nc(C(=O)Nc4cc(OC)c(OC)c(OC)c4)c(Cl)c3n2)cc1	11%
CCOC(=O)C1=C(C)N=c2s/c(=C\c3ccccn3)c(=O)n2C1c1ccc(OC)c(OC)c1 (stereo not given)	7%
Cc1cc(OCC(=O)Nc2cccc(Cl)c2C)cc(C)c1Cl	0%
Oc1cccc(C=Nc2ccc(Cl)cc2Cl)c1O	15%
CCOC(=O)c1ccc(NC(=S)NC(NC(=O)c2ccc(C)cc2)C(Cl)(Cl)Cl)cc1 (stereo not given)	28%
O=C1NC(=O)N(c2ccc(Cl)cc2)C(=O)/C1=C\c1cccc(O)c1	2%
Cc1cc(C)c([N+](=O)[O-])cc1-c1ccc(C=C2C(=O)c3ccccc3C2=O)o1	6%
CCOc1ccc(OCCCCOc2ccc(Cl)cc2Cl)cc1	14%
O=[N+]([O-])c1cc(-c2nnc(-c3ccc(Br)o3)o2)cc([N+](=O)[O-])c1	8%
O=C(Nc1cccc(Br)c1)/C(=C\c1cccs1)NC(=O)c1cccs1	4%
N#CC1=C(N)SC(N)=C(C#N)C1c1ccc(Cl)cc1Cl	13%
Oc1c(C=NCc2ccncc2)sc2ccccc12	14%
COc1ccc(Br)cc1C(=O)Nc1ccc2oc(-c3ccccc3)nc2c1	11%
COc1ccccc1NC(=O)C(=O)NCCc1ccccc1	11%
O=C(c1nn2c(C(F)(F)F)cc(-c3ccco3)nc2c1Cl)N1CCN(Cc2ccccc2)CC1	16%
COc1cccc(C2/C(=C(\O)c3ccccc3)C(=O)C(=O)N2CCN(C)C)c1 (stereo not given)	0%
CC1CC(C)CN(S(=O)(=O)c2ccc(Cl)cc2)C1 (stereo not given)	4%
COc1ccc(NC(=O)C(=O)N/N=C/c2ccccc2O)cc1	19%
CCOC(=O)c1sc(NC(=O)C2CCCCC2)nc1C	14%
Cc1ccc(S(=O)(=O)NCCNC(=O)Nc2cccnc2)cc1	13%
CC(C)(C)NC(=O)c1ccccc1C(=O)O	5%
CCOc1ccc(OCC)c(S(=O)(=O)Oc2ccc(OC)cc2)c1	8%
O=C(NC(c1ccccc1)c1ccccc1)c1cccs1	5%
Cc1ccc2cc(C)c(N3CCN(c4ccccn4)CC3)nc2c1	15%

Retrieved by structure from the list above (2):
SMILES	RNase H inhibition
COc1ccccc1NC(=O)C(=O)NCCc1ccccc1	11%
CCOC(=O)C1=C(C)N=c2s/c(=C\c3ccccn3)c(=O)n2C1c1ccc(OC)c(OC)c1 (stereo not given)	7%

Next results.
SMILES	RNase H inhibition
Clc1cccc(OCCCN2CCOCC2)c1	11%
COc1ccc(N2C(=O)NC(=O)/C(=C\C=C\c3ccccc3[N+](=O)[O-])C2=O)cc1	14%
CCOc1c(Br)cc(/C=C2/C(=O)NN(c3ccc(F)cc3)C2=O)cc1OC	13%
COc1cc(C(=O)Oc2cc(C)cc(C)c2)cc(OC)c1OC	3%
C=CCNc1nc(-c2ccc(Cl)cc2)nc2ccccc12	8%
CCCC(CCC)=NNC(=O)C(=O)NC(C)(C)C	4%
C=CCc1cccc2cc(C(=O)NC3CCCCC3)c(=O)oc12	9%
COc1ccc(CN2CCN(Cc3cccc4ccccc34)CC2)cc1Br	9%
CCOC(=O)C1=C(C)N=c2s/c(=C\c3ccc(OCc4ccc(Cl)cc4)c(OC)c3)c(=O)n2C1c1ccc(Cl)cc1 (stereo not given)	3%
CC(C)(C)NCCCOc1c(Cl)cc(Cl)cc1Cl	6%
O=CN1N=C(c2ccccc2)CC1c1ccccc1 (stereo not given)	5%
CCc1ccccc1NS(=O)(=O)c1ccc(OC)cc1	5%
O=C(O)c1cccc(-c2ccc(/C=C/c3cc(C(F)(F)F)[nH]c(=O)n3)o2)c1	0%
COc1cc(C2NC(=O)NC(C)=C2C(=O)OCC(F)(F)F)ccc1O (stereo not given)	5%
Cc1ccc(S(=O)(=O)N(CC(=O)NC2CC3CCC2C3)c2ccccc2Cl)cc1 (stereo not given)	17%
CCc1cc(C)cc(OCCOc2ccc(C=C3C(=O)NC(=O)NC3=O)cc2)c1	27%
COc1ccc(/C=C/c2ccc3ccccc3n2)cc1	17%
COC(=O)c1ccc(NC2=C(N3CCOCC3)C(=O)c3ccccc3C2=O)cc1	9%
C=CCOC(=O)C1=C(C)NC(C)=C(C(=O)OCC=C)C1c1ccc(O)cc1	0%
Cc1c(CCNC(=O)Nc2ccccc2)c2ccccc2n1Cc1ccccc1	0%
Cc1ccc(NC(=O)c2ccc([N+](=O)[O-])o2)cc1C	0%
O=C(NN1C(=O)c2ccccc2C1=O)c1ccc(O)cc1	4%
CN(C)c1cnn(-c2ccccc2)c(=O)c1N	6%
CCOc1ccccc1C(=O)Nc1cccc(OC)c1	11%
COc1ccc(NC(=O)/C(C#N)=C/c2ccc(-c3ccc([N+](=O)[O-])cc3Cl)o2)cc1	0%
SMILES	RNase H inhibition
O=C(Nc1ccncc1)c1ccc(C(=O)Nc2ccncc2)cc1	0%
CN(C)CCNC(=O)C12CC3CCC(CC(C3)C1)C2	0%
O=C(/C=C/c1ccc2c(c1)OCO2)NCc1ccccn1	6%
CN(Cc1ccccc1)C(=O)c1ccc(Br)cc1	1%
Cc1ccc(-n2c(=O)c3c4c(sc3n3cnnc23)COC(C)(C)C4)cc1	8%
CS(=O)(=O)N1CCN(c2ccc([N+](=O)[O-])c(N3CCOCC3)c2)CC1	3%
O=C(CC1Sc2ccc(C(F)(F)F)cc2NC1=O)Nc1cccc(C(F)(F)F)c1 (stereo not given)	2%
COc1ccc(OCC(=O)Nc2ccc(NC(=O)c3ccccc3)cc2)cc1	2%
CCC(=O)NC(=Nc1nc(OC)c2cc(C)ccc2n1)NC(=O)CC	4%
Cc1ccccc1C(=O)Nc1ccc(F)c(Cl)c1	5%
CC1=C(C(=O)OC(C)C)C(c2cccs2)C2=C(CC(c3ccccc3)CC2=O)N1 (stereo not given)	14%
C/C(=N\NC(=O)c1cc(Br)ccc1O)c1ccco1	4%
O=C(c1ccco1)N(Cc1ccccc1)c1cccc([N+](=O)[O-])c1	0%
COc1ccccc1NC(=O)C(=O)N/N=C/c1ccc(C(C)C)cc1	2%
COc1cc2c(cc1OC)C(=C(Cl)Cl)NC(C)(C)C2	5%
COc1ccc(Br)cc1/C=N/NC(=O)CSc1nc2ccccc2[nH]1	19%
COc1ccc(-c2nc3cc(NC(=O)c4cccc(Cl)c4Cl)ccc3o2)cc1Br	12%
CCOc1ccc(NC(=O)CCN2C(=O)/C(=C/c3ccc(C)cc3)SC2=S)cc1	3%
COc1cccc(/C=N/NC(=O)c2cccc(Cl)c2)c1	8%
O=C(N/N=C/c1ccccc1)N/N=C/c1ccccc1	0%
O=C1CC(c2cccs2)CC2=C1C(c1ccsc1)Nc1ccccc1N2 (stereo not given)	14%
O=C(Nc1ccccc1-c1ccccc1)c1ccc(Br)cc1	0%
CCOc1ccc(C(=O)Nc2ccc3oc(-c4ccccc4C)nc3c2)cc1	15%
Cc1ccc(C)c(COc2ccc3c4c(c(=O)oc3c2C)CCC4)c1	0%
Cc1ccc(-c2csc(-c3cc4cc(Cl)cc(Cl)c4oc3=O)n2)c(C)c1	4%
CC1=C(C(=O)Nc2ccccc2)C(c2cccs2)NC(=O)N1 (stereo not given)	0%
O=C(O)c1ccc(-n2c(O)c(/C=C3\C=Nc4ccccc43)sc2=S)cc1	13%
CCOC(=O)C1=C(C)N=c2s/c(=C\c3cc(Br)c(OCc4ccccc4)c(OCC)c3)c(=O)n2C1c1ccc(C)cc1 (stereo not given)	20%

Some of the compounds tested; count on the stated rates, not on these rows.
